C diff HTS = C. difficile growth inhibition; 0.25% of 86,000 active; growth activity, negative = inhibition, % at 16 µg/mL (by protocol); AID 1259249; Clostridium difficile clinical isolate growth, OD600, 24 h; stronger effect = lower value;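 active = mean growth activity at or below -80% and every replicate also at or below -80%; inconclusive = mean at or below -80% but some replicate above -80%; inactive = mean growth activity above -80%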;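 note: 0% = DMSO wells and -100% = levofloxacin 16 µg/mL wells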
KDM4C inh = KDM4C (human) demethylase inhibition | inhibition, % at 12.5 µM | 0.15% of 96,000 active | GST-KDM4C 2-372, H3K9me3 peptide, LANCE TR-FRET | AID 720574 | Q9H3R0;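 active = mean replicate inhibition above about 25%, with at least 55% of replicates also reaching it, limit read from the data, passing the limit was not always enough; inconclusive = only one of those two conditions met; inactive = neither condition met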
Target sequence (Q9H3R0 2-372 limits assumed): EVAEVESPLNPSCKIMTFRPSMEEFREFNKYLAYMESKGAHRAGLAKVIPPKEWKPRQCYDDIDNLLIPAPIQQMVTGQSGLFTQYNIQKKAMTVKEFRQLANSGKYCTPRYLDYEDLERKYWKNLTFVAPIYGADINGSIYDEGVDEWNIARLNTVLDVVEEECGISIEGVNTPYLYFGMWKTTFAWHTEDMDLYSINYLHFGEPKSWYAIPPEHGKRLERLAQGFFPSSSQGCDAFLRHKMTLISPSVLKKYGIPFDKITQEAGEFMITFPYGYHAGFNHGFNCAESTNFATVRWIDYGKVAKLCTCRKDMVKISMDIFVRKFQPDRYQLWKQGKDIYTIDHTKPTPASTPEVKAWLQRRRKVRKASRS
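reagent = H3K9me3 peptide substrate, Fe(II), 2-oxoglutarate | system = GST-tagged GASC-1 (JMJD2C) catalytic fragment, aa 2-372 | amount = enzyme final amount 10 nM | read-out = Fall in 671/618 emission ratio as inhibition | medium = HEPES buffer, pH 7.5, plus ascorbate | schedule = 30 min reaction, 60 min detection, RT | measured by = LANCE TR-FRET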
Pf Dd2 growth = P. falciparum Dd2 growth inhibition. SYBR Green, 72 h; stronger effect = lower value. 2.3% of 94,000 active. activity change, % at 10 µM; in the data active = activity change below about -80%; inconclusive = no clear call, values can overlap the other calls
T cruzi growth = T. cruzi proliferation inhibition; T. cruzi beta-gal in NIH3T3, GalScreen luminescence, 90 h; inhibition, % at 8.34 µM; 5.9% of 77,000 active; AID 624255;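 active = mean inhibition above about 93%, with at least 55% of replicates each passing it, limit read from the data, passing the limit was not always enough; inconclusive = only one of those two conditions holds; inactive = neither condition holds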
Starred values were filed as active, the others as inactive; ? = inconclusive; . = no result given; & = joins results of further samples.

SMILES | C diff HTS | KDM4C inh | Pf Dd2 growth | T cruzi growth
C/C=C/c1ccc([C@H]2[C@@H](CO)N(C(=O)CC)[C@H]2CN(C)C(=O)C2CC2)cc1 | -2 | -1.0 | 17 | 37
COc1ccc(CN(C)C[C@@H]2Oc3c(NC(=O)Nc4ccc(F)cc4)cccc3C(=O)N([C@@H](C)CO)C[C@@H]2C)cc1 | -2 | 0.1 | 7 | -33
C[C@H](CO)N1C[C@H](C)[C@@H](CN(C)C(=O)Nc2cccc3ccccc23)Oc2ccc(NC(=O)c3ccncc3)cc2C1=O | -3 | -0.6 | -36 | 28
OC[C@H]1[C@@H](c2ccc(-c3ccc(F)cc3)cc2)[C@H]2CN(Cc3cccnc3)CCCCN21 | 5 | 0.4 | -27 | 89
O=C(C[C@H]1CC[C@@H]2[C@H](COC[C@@H](O)CN2C(=O)Nc2ccc(F)cc2)O1)NC1CCC1 | 4&-2 | -0.2 | -13 | .
Cc1ccc(S(=O)(=O)N(C)C[C@@H]2Oc3ccc(NC(=O)CCCCCC(=O)Nc4ccccc4N)cc3CC(=O)N([C@@H](C)CO)C[C@@H]2C)cc1 | -5 | 2.5 | -88* | 50
CCCN1C[C@H](C)[C@H](OC)CN(C)C(=O)c2cc(NS(=O)(=O)c3ccccc3)ccc2OC[C@H]1C | . | 0.1 | 14 | 18
COc1ccccc1NC(=O)N[C@@H]1CC[C@@H](CCNS(=O)(=O)c2ccc(F)cc2)O[C@H]1CO | -7 | 0.0 | -9 | 17
C[C@H]1CN([C@@H](C)CO)C(=O)c2cccc(NC(=O)Nc3ccc4c(c3)OCO4)c2O[C@@H]1CN(C)Cc1ccc(C(=O)O)cc1 | -2 | 3.7 | 0 | 18
C[C@@H]1CN([C@@H](C)CO)C(=O)c2cc(NS(=O)(=O)c3cn(C)cn3)ccc2O[C@H]1CN(C)Cc1ccccc1 | 0 | 1.8 | 18 | -21

Entries of single compounds, looked up by structure.
COc1ccccc1NC(=O)N[C@@H]1CC[C@@H](CCNS(=O)(=O)c2ccc(F)cc2)O[C@H]1CO is entered as C diff HTS = -7; KDM4C inh = 0.0; Pf Dd2 growth = -9; T cruzi growth = 17
C[C@@H]1CN([C@@H](C)CO)C(=O)c2cc(NS(=O)(=O)c3cn(C)cn3)ccc2O[C@H]1CN(C)Cc1ccccc1 is entered as C diff HTS = 0; KDM4C inh = 1.8; Pf Dd2 growth = 18; T cruzi growth = -21
Cc1ccc(S(=O)(=O)N(C)C[C@@H]2Oc3ccc(NC(=O)CCCCCC(=O)Nc4ccccc4N)cc3CC(=O)N([C@@H](C)CO)C[C@@H]2C)cc1 is entered as C diff HTS = -5; KDM4C inh = 2.5; Pf Dd2 growth = -88*; T cruzi growth = 50

Remaining list, next part.
SMILES | C diff HTS | KDM4C inh | Pf Dd2 growth | T cruzi growth
CN(C)CC(=O)N1[C@H](C#N)[C@@H](c2ccc(-c3ccc(C(=O)N(C)C)cc3)cc2)[C@@H]1CO | -3 | 0.1 | 7 | 50
CC(C)(C)[S@@](=O)N1Cc2cc(C(=O)NCCN3CCCCC3)nc(-c3cccc(-c4ccc(C#N)cc4)c3)c2[C@H]1CCO | . | -0.2 | ? | 64
O=C(C[C@H]1C=C[C@@H](NC(=O)C2CCC2)[C@H](CO)O1)NC1CCCCC1 | -4 | 0.3 | . | .
C[C@H](CO)N1C[C@H](C)[C@@H](CN(C)C(=O)Nc2ccc(C(F)(F)F)cc2)OCCCC[C@H](C)Oc2ccc(NC(=O)Nc3ccc(C(F)(F)F)cc3)cc2C1=O | 1 | -0.7 | -75 | 112*
O=C(Nc1ccc2c(c1)[C@H]1C[C@@H](CC(=O)N3CCCCC3)O[C@H](CO)[C@H]1O2)C1CCC1 | . | -1.3 | -8 | 43
C[C@H]1CN([C@@H](C)CO)C(=O)Cc2cc(N(C)C)ccc2O[C@@H]1CN(C)Cc1ccc(C(=O)Nc2ccccc2N)cc1 | 0 | 2.1 | -51 | 74
CC(=O)N[C@H]1C=C[C@@H](CC(=O)NCC2CCCCC2)O[C@@H]1CO | -2 | 0.6 | 6 | 19
C[C@@H]1CCCCO[C@@H](CN(C)C(=O)Cc2ccccc2)[C@H](C)CN([C@H](C)CO)C(=O)c2cc(NS(=O)(=O)c3ccccc3)ccc2O1 | . | -0.7 | -53 | .
COc1ccc(NC(=O)N(C)C[C@@H]2Oc3ccc(NS(=O)(=O)c4c(C)noc4C)cc3CC(=O)N([C@H](C)CO)C[C@@H]2C)cc1 | 2 | -0.2 | -5 | 28
CCCNC(=O)N1C[C@@H](C)[C@@H](OC)CN(C)C(=O)c2cc(NS(=O)(=O)CC(F)(F)F)ccc2OC[C@H]1C | . | -3.3 | 25 | 44

In the list so far, 2 contain a CF3 group:
SMILES | C diff HTS | KDM4C inh | Pf Dd2 growth | T cruzi growth
C[C@H](CO)N1C[C@H](C)[C@@H](CN(C)C(=O)Nc2ccc(C(F)(F)F)cc2)OCCCC[C@H](C)Oc2ccc(NC(=O)Nc3ccc(C(F)(F)F)cc3)cc2C1=O | 1 | -0.7 | -75 | 112*
CCCNC(=O)N1C[C@@H](C)[C@@H](OC)CN(C)C(=O)c2cc(NS(=O)(=O)CC(F)(F)F)ccc2OC[C@H]1C | . | -3.3 | 25 | 44

(listing goes on)
SMILES | C diff HTS | KDM4C inh | Pf Dd2 growth | T cruzi growth
CCC(=O)Nc1ccc2c(c1)C(=O)N(C)C[C@H](OC)[C@@H](C)CN(C(=O)Cc1cccnc1)[C@H](C)CO2 | . | 0.3 | 10 | 1
COc1ccccc1-c1ccc(C2[C@H]3CNC[C@@H]2N3S(=O)(=O)c2ccccc2C)cc1 (some centres not stated) | 51&-12 | -0.6&-4.3 | 0&-9 | .
CC(C)NC(=O)N(C)C[C@H]1Oc2ncc(-c3cccc(C#N)c3)cc2C(=O)N([C@H](C)CO)C[C@H]1C | 6 | -2.6 | 6 | -47
O=C(NCC[C@H]1CC[C@@H](NS(=O)(=O)Cc2ccccc2)[C@H](CO)O1)C1CCOCC1 | -4 | 2.7 | 8 | -16
COc1cccc(C#Cc2ccc3c(c2)O[C@@H](CN(C)C(C)=O)[C@H](C)CN([C@@H](C)CO)S3(=O)=O)c1 | -12 | 0.1 | -76 | ?
COc1ccc(CN(C)C[C@H]2OCCCC[C@H](C)Oc3ccc(NC(=O)Nc4ccc(OC)cc4)cc3C(=O)N([C@@H](C)CO)C[C@@H]2C)cc1 | . | 0.7 | 30 | 110*
CCCC#Cc1cnc2c(c1)C(=O)N([C@H](C)CO)C[C@H](C)[C@H](CN(C)S(=O)(=O)c1cccc(OC)c1)O2 | 1 | -2.2 | -23 | 31
CN1[C@@H]2c3ccc(-c4ccccc4F)c(=O)n3C[C@H]1[C@H](CO)[C@H]2C(=O)NCc1ccccn1 | 0 | 0.8 | . | 4
COc1ccc(CN(C)C[C@@H]2OCCCC[C@H](C)Oc3ccc(NS(=O)(=O)c4cccs4)cc3C(=O)N([C@H](C)CO)C[C@@H]2C)cc1 | 6 | 0.5 | -46 | 45
CC(C)NC(=O)N(C)C[C@@H]1OCCCC[C@H](C)Oc2ccc(NC(=O)C3CCCCC3)cc2C(=O)N([C@H](C)CO)C[C@@H]1C | 21 | 0.0 | 13 | 47
C[C@H]1CN([C@@H](C)CO)S(=O)(=O)c2ccc(C3=CCCCC3)cc2O[C@@H]1CN(C)C(=O)c1ccncc1 | -9 | -0.6 | -19 | 73
C[C@@H]1CN([C@H](C)CO)C(=O)CCCn2nncc2CO[C@@H]1CN(C)Cc1ccccc1 | . | -1.1 | -11 | 35
C[C@H](CO)N1C[C@H](C)[C@H](CN(C)C(=O)Nc2ccc3c(c2)OCO3)Oc2ccc(N(C)C)cc2CC1=O | -2 | 1.9 | 17 | -53
O=C(Cc1ccccn1)NCC[C@H]1CC[C@@H](NS(=O)(=O)c2ccc(F)cc2)[C@H](CO)O1 | 8 | 7.3 | -4 | 14
CCC(=O)N1CC[C@@H]2[C@H](CO)Nc3ccc(C#Cc4cccnc4)cc3[C@@H]21 | -2 | 0.0 | -27 | 56
C[C@H]1CN([C@@H](C)CO)C(=O)Cc2cc(NC(=O)Nc3cccc4ccccc34)ccc2O[C@@H]1CN(C)C(=O)NC1CCCCC1 | -12 | -0.9 | -21 | 18
Cc1ccc(-c2ccc3c(c2)O[C@@H](CN(C)Cc2ccncc2)[C@H](C)CN([C@H](C)CO)S3(=O)=O)cc1 | -27 | -0.7 | -84* | 123*
OC[C@@H]1[C@@H](c2ccccc2)C2(CN(Cc3ccc4c(c3)OCO4)C2)N1Cc1ccccc1 | 20 | 13 | -93* | .
O=C(c1cnccn1)N1CC(=O)N2[C@@H](CO)[C@H](c3ccc(-c4ccccc4)cc3)[C@@H]2C1 | -1 | 1.4 | -2 | .
CO[C@@H]1CN(C)C(=O)c2ccc(NC(=O)CC(F)(F)F)cc2OC[C@H](C)N(C(=O)c2ccccc2F)C[C@H]1C | -10 | 0.4 | 26 | .
CN(C)CC(=O)Nc1ccc2c(c1)[C@@H]1C[C@@H](CC(=O)N3CCc4ccccc4C3)O[C@@H](CO)[C@@H]1O2 | . | -0.7 | -11 | 38
Cc1noc(C)c1S(=O)(=O)Nc1ccc2c(c1)C(=O)N([C@@H](C)CO)C[C@H](C)[C@H](CN(C)S(=O)(=O)c1ccccc1)OCCCC[C@@H](C)O2 | -10 | -1.5 | -27 | -39
C[C@@H]1CCCCO[C@@H](CN(C)C(=O)Nc2cccc3ccccc23)[C@H](C)CN([C@H](C)CO)C(=O)c2cc(NC(=O)Nc3ccc(F)cc3)ccc2O1 | 11 | -1.7 | -51 | 96*
C[C@H](CO)N1C[C@H](C)[C@H](CN(C)C(=O)CC2CC2)Oc2ncc(C#CC3(O)CCCC3)cc2C1=O | 5 | 1.6 | 16 | 52
C[C@@H]1CCCCO[C@@H](CN(C)Cc2ccncc2)[C@@H](C)CN([C@H](C)CO)C(=O)c2cc(NC(=O)Nc3cccc4ccccc34)ccc2O1 | 6 | -1.8 | 37 | 32
CNC(=O)C[C@@H]1CC[C@@H]2[C@@H](COc3ccc(NC(=O)c4cccc(F)c4)cc3C(=O)N2C)O1 | 3&10 | 1.4 | -10&-7 | -26&72
C[C@@H]1CN([C@H](C)CO)C(=O)c2cc(NC(=O)c3ccccc3)ccc2O[C@@H](C)CCCCO[C@H]1CN(C)Cc1ccc2c(c1)OCO2 | 5 | -2.0 | -72 | .
C[C@H](CO)N1C[C@H](C)[C@H](CN(C)Cc2ccccc2)Oc2c(NS(=O)(=O)c3ccc(F)cc3)cccc2C1=O | 2 | -0.6 | -40 | 21
C[C@@H]1CN([C@@H](C)CO)C(=O)c2cc(NC(=O)Nc3ccccc3)ccc2O[C@@H](C)CCCCO[C@H]1CN(C)C(=O)Nc1cccc2ccccc12 | -2 | 1.0 | -37 | 31
C[C@H]1CN([C@@H](C)CO)C(=O)c2cccc(NC(=O)Nc3cccc4ccccc34)c2O[C@H]1CN(C)Cc1ccc(Cl)c(Cl)c1 | -2 | -0.8 | -36 | 84
O=C(Cc1ccccn1)N1CC(=O)N2[C@H](CO)[C@@H](c3ccc(C#CCC4CCCC4)cc3)[C@@H]2C1 | 58 | -0.3 | -42 | .
O=C(C[C@@H]1C=C[C@H](NS(=O)(=O)c2ccc(F)cc2)[C@@H](CO)O1)NC1CCCCC1 | . | 3.2 | -11 | 6
O=C(C[C@H]1CC[C@@H]2[C@H](COC[C@H](O)CN2CCC(F)(F)F)O1)NCC1CCCCC1 | 1&0 | -0.2 | -11 | 78
C[C@@H]1CN([C@@H](C)CO)C(=O)Cc2cc(NC(=O)Nc3ccc(F)cc3)ccc2O[C@@H]1CN(C)S(=O)(=O)c1ccc(Cl)cc1 | 16 | 15 | -17 | -20
C[C@@H]1CCCCO[C@@H](CN(C)S(C)(=O)=O)[C@H](C)CN([C@H](C)CO)C(=O)c2cc(NC(=O)c3ccccc3)ccc2O1 | -4 | -0.7 | -2 | 29
C[C@@H]1CN([C@H](C)CO)C(=O)c2cc(-c3ccccc3)cnc2O[C@H]1CN(C)C | -2 | 3.5 | 4 | ?
Cc1noc(C)c1NC(=O)Nc1ccc2c(c1)C(=O)N([C@H](C)CO)C[C@H](C)[C@H](CN(C)Cc1ccncc1)OCCCC[C@@H](C)O2 | -4 | -0.9 | 29 | 38
COCC(=O)N1CC[C@H]2[C@H](CO)Nc3ccc(-c4ccc(C(=O)N(C)C)cc4)cc3[C@H]21 | -8 | 0.6 | 23 | 91
COCC#Cc1cnc2c(c1)C(=O)N([C@H](C)CO)C[C@H](C)[C@@H](CN(C)C(=O)Nc1cccc(F)c1)O2 | 2 | 5.8 | 8 | 16
CO[C@H]1CN(C)C(=O)c2cc(NC(C)=O)ccc2OC[C@H](C)N(C(=O)C2CCOCC2)C[C@@H]1C | . | -0.9 | -3 | .
CN(C)CC(=O)Nc1ccc2c(c1)[C@@H]1C[C@@H](CC(=O)NCCc3ccccc3)O[C@@H](CO)[C@@H]1O2 | -1 | -2.7 | -1 | .
C[C@H]1CCCCO[C@H](CN(C)Cc2ccc(Cl)c(Cl)c2)[C@@H](C)CN([C@@H](C)CO)C(=O)c2cc(NC(=O)Nc3ccc(F)cc3)ccc2O1 | . | -2.3 | -34 | 102*
